# Assay outcomes: PubChem, National Center for Advancing Translational Sciences (NCATS)
# TRb SRC2 PPI – qHTS for Inhibitors of the Interaction of Thyroid Hormone Receptor and Steroid Receptor Coregulator 2; Thyroid hormone receptor beta (Homo sapiens), P10828; TRbeta-SRC2 peptide binding, fluorescence polarization; receptor liganded with 1 µM T3; Potency, µM (doses to about 106 µM), for the others: at the top dose activity change, negative = inhibition, actives largely listed as inhibitors; actives 0.065% (n = 280,000); AID 1469, 2008;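 further: plate controls were bound peptide for no effect and peptide without receptor for full effect; nearly all actives have a fitted effect of over 50% in size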
# Target sequence (P10828 whole entry, looked up): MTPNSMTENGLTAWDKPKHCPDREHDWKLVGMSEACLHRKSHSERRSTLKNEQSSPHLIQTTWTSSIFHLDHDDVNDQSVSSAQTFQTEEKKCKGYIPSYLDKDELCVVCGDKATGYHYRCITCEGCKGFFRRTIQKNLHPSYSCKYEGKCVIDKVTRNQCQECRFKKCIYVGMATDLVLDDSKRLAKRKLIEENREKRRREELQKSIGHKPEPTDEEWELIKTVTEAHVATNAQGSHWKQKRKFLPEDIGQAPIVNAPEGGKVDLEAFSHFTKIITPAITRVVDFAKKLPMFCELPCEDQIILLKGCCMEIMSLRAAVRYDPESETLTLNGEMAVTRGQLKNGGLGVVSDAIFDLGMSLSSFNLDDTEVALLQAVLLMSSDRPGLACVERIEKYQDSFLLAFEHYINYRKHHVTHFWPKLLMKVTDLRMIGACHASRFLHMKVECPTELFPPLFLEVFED
#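 Quantitative HTS by FP: 0.6 uM TRb LBD, 20 nM labeled SRC2 20-mer, 1 uM T3, 5% DMSO; 5 hr ambient incubation; % activity per concentration and potencies from concentration series.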
# Tau fluor cs – Counterscreen qHTS for Inhibitors of Tau Fibril Formation, Fluorescence Polarization; tau K18 P301L Alexa594 fluorescence, heparin fibrillization; Potency, µM (series often up to 57.7 µM), without a hit: at the highest dose activity change, negative = decrease; actives 0.93% (n = 280,000); further: on the % scale 0 is the no-effect control and ±100 the full control effect; nearly all actives have a fitted effect of over 55% in size
#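 Human K18 P301L tau (15 uM unlabeled plus 0.24 uM Alexa 594-labeled, final) in 100 mM sodium acetate pH 7 was mixed with compound and 20 uM heparin and incubated 6 hr at 37 C.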
# TexasRed fluor – Total Fluorescence Counterscreen for Inhibitors of the Interaction of Thyroid Hormone Receptor and Steroid Receptor Coregulator 2; TRb/SRC2 Texas Red total fluorescence interference; Potency, µM (titrated, usually from 106 µM), without a hit: at the highest dose fluorescence change, negative = quenching; actives 0.29% (n = 280,000); active means well fitted curve in either direction with a large enough effect; inconclusive means small, poorly fitted or top-dose-only effect; further: on the % scale 0 is the no-effect control and ±100 the full control effect
#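 Flags fluorescent or light-absorbing compounds by total fluorescence, S + 2P, at 555 nm excitation and 632 nm emission. Mixture: 20 nM Texas Red SRC2 peptide, 0.6 uM human TRb LBD, 1 uM T3, 5% DMSO; compound exposure 5 h at ambient temperature.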
# Tau FP inhib – qHTS for Inhibitors of Tau Fibril Formation, Fluorescence Polarization | Potency, µM (titrated, usually from 57.7 µM), for inactives: at the highest dose activity, negative = inhibition, most hits filed as inhibitors | Microtubule-associated protein tau (Homo sapiens), P10636 | actives 0.39% (n = 280,000) | K18 P301L tau heparin fibrillization, Alexa594 FP, 6 h; further: on the % scale 0 is the no-effect control and ±100 the full control effect; nearly all actives have a fitted effect of over 55% in size
#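 K18 P301L tau (15 uM unlabeled/0.24 uM Alexa 594-labeled, final) + compound + heparin 20 uM final; 100 mM NaOAc pH 7; 6 hr 37 C; ThT 30 uM final added, 1 hr RT; FP ex 555/em 632 nm.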
# L3MBTL1 block – qHTS Assay for the Inhibitors of L3MBTL1; Lethal(3)malignant brain tumor-like protein 1 (Homo sapiens), Q9Y468; AlphaScreen L3MBTL1–H3K9me1 peptide binding; Potency, µM (series often up to 57.1 µM), inactives show at the top dose activity, negative = inhibition, usual class: inhibitors; actives 0.66% (n = 230,000); AID 485360, 2010; further: on the % scale 0 is the no-effect control and ±100 the full control effect; nearly all actives have a fitted effect of over 60% in size
#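 L3MBTL1 (50 nM) pre-complexed 30 min with biotinylated H3(1-15)K9me1 peptide (75 nM), then compounds added for 30 min at room temperature; AlphaScreen streptavidin donor/nickel chelate acceptor beads (10 ug/mL final) read after 30 min dark incubation.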
# RECQ1 inh – qHTS Assay for Inhibitors of RecQ-Like Dna Helicase 1 (RECQ1). Potency, µM (top dose mostly 57.3 µM), inactives show at the top dose activity, negative = inhibition, hits mostly inhibitors. RECQ1 DNA unwinding, red fluorescence kinetic read. actives 0.54% (n = 240,000);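 further: plate controls were vehicle for no effect and no enzyme for full effect; nearly all actives have a fitted effect of over 30% in size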
# Target sequence (P46063 whole entry, looked up): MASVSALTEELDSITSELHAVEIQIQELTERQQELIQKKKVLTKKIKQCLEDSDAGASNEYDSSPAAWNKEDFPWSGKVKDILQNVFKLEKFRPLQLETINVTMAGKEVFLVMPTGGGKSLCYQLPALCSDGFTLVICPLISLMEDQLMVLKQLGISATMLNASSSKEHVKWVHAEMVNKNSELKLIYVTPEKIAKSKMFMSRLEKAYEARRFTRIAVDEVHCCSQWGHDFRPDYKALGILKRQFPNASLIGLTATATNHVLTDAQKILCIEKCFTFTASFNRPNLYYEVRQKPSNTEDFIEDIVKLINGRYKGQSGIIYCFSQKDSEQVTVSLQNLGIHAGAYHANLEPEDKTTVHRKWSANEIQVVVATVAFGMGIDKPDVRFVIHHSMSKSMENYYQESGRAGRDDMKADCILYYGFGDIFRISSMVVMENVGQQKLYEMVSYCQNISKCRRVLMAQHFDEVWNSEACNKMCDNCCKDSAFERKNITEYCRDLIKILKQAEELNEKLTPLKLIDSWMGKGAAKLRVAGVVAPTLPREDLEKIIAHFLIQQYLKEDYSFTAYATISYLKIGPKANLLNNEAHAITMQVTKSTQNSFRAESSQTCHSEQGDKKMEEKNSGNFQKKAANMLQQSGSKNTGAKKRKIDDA
#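 RECQ1T1 50 nM; forked duplex (20 bp + 30-nt ss tails) 200 nM, ATP 2 mM final; pH 8.0, 2 mM MgCl2, 2.5 ug/ml poly(dI-dC); 15 min compound preincubation; discontinuous kinetic read over 2 h at RT.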
# Tau fibril ThT – qHTS for Inhibitors of Tau Fibril Formation, Thioflavin T Binding. actives 2.1% (n = 270,000). recombinant tau K18 P301L (four-repeat tau fragment), heparin-induced fibrillization, ThT fluorescence. Potency, µM (titrated, usually from 57.4 µM), without a hit: at the highest dose activity, negative = inhibition, actives largely listed as inhibitors. Microtubule-associated protein tau (Homo sapiens), P10636; further: on the % scale 0 is the no-effect control and ±100 the full control effect; nearly all actives have a fitted effect of over 55% in size
#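 Tau K18 P301L fragment (15 uM unlabeled plus 0.24 uM Alexa 594-labeled) in 100 mM sodium acetate pH 7 with compound, fibrillization induced by 20 uM heparin for 6 hr at 37 C. Thioflavin T (30 uM) added, fluorescence read after 1 hr (ex 450, em 510 nm).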
# HTT ATP protect – qHTS Multiplex Assay to Identify Dual Action Probes in a Cell Model of Huntington: Cytoprotection (ATP) | actives 0.14% (n = 230,000) | PC12 HTT-Q103 induced, cytoprotection, ATP luminescence, 40 h | AID 1471, 2008 | Potency, µM (series often up to 56.4 µM), for inactives: cytoprotection (ATP increase), most hits filed as activators;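 further: % of control where 0% means no effect; nearly all actives have a fitted effect of over 45% in size; toxic huntingtin expression switched on by the ecdysone agonist tebufenozide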
#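 Quantitative HTS on tebufenozide-induced (100 nM) PC12 cells expressing HTTQ103 exon 1–GFP; compounds tested as a concentration series; survival measured via cellular ATP.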
# The depositor's hits bear a star; i = inactive; ? = inconclusive; . = no result given; [ ] = remark or other dose. Unless noted, the call rests on the fitted dose curve; in most records, active means well fitted curve in the direction sought with a large enough effect; inconclusive means small, poorly fitted or top-dose-only effect, or another doubt; inactive means no such curve, though single readings can be large; an effect the other way counts as inactive or inconclusive. Potency means the concentration at half of the fitted maximal effect. This is a subset; rates above refer to the full screens.
# Order of values: TRb SRC2 PPI	Tau fluor cs	TexasRed fluor	Tau FP inhib	L3MBTL1 block	RECQ1 inh	Tau fibril ThT	HTT ATP protect
- Cc1sc(-c2cccnc2)nc1OC(=O)C1CC1
  -7%	-16%	0%	-22%	-1%	-5%	?	16%
- CN(C)S(=O)(=O)N1CCN(c2ccc([N+](=O)[O-])c(NC3CC3)c2)CC1
  0%	-17%	0%	6%	-12%	i	?	-44%[inhibitor]
- Cc1ccc2c(c1)c1nnc(SCC(=O)Nc3cccc(Cl)c3C)nc1n2CC(=O)O
  -5%	4%	-1%	2%	4%	-14%	-16%	.
- CCOc1ccc(CNC(=O)CCCn2c(=O)c3cccn3c3ccc(F)cc32)cc1
  6%	-22%	7%	-13%	.	.	6%	.
- COC(=O)c1ccc(NC(=O)CCNS(=O)(=O)c2cccc3nonc23)cc1
  -7%	-8%	-3%	0%	.	-3%	-14%	0%
- CC(C)(C)NC(=O)[C@@H]1C[C@H]2CCCC[C@@H]2CN1C[C@H](O)[C@H](Cc1ccccc1)NC(=O)[C@@H](CC(N)=O)NC(=O)c1ccc2ccccc2n1
  -4%[53 µM]	.	0%[53 µM]	.	.	-5%[25.9 µM]	.	-43%[inhibitor][17.1 µM]
- Cc1ccc(C(O)P(=O)(OCc2ccccc2)c2ccc(N(C)C)cc2)cc1 (centres undefined)
  -1%	-1%	2%	7%	-5%	i	0%	-3%[10 µM]
- CCOc1cccc2sc(N3CCN(C(=O)c4ccc5c(c4)CCCC5)CC3)nc12
  -6%	-3%	-1%	10%	.	.	?	.
- O=[N+]([O-])c1cc2c(cc1[N+](=O)[O-])OCCOCCOCCOCCO2
  3%	-7%	-2%	-3%	.	-6%	-6%	9%
- CN(C)c1ccc(NC(=O)c2cccc(N3C(=O)CCC3=O)c2)cc1
  -7%	-3%	-8%	0%	-5%	-8%	-16%	-39%[inhibitor]

# Quoted from the listing:
# TRb SRC2 PPI with `CN(C)c1ccc(NC(=O)c2cccc(N3C(=O)CCC3=O)c2)cc1` = -7%
# Tau fluor cs with `CN(C)S(=O)(=O)N1CCN(c2ccc([N+](=O)[O-])c(NC3CC3)c2)CC1` = -17%

# (more compounds)
# Order of values: TRb SRC2 PPI	Tau fluor cs	TexasRed fluor	Tau FP inhib	L3MBTL1 block	RECQ1 inh	Tau fibril ThT	HTT ATP protect
- CN(C)c1ccc(C(=S)Nc2ccccc2)cc1
  2%	-23%	-1%	1%	-22%	6%	?	-19%[10 µM]
- Cc1ccccc1OCc1ccc(-c2nc(C#N)c(N3CCC(C(N)=O)CC3)o2)o1
  4%	?	-21%	9%	.	.	-11%	.
- CCC(C)(C)n1nnnc1C(c1ccccc1F)N1CCC(C(N)=O)CC1 (centres undefined)
  -6%	-7%	-4%	-3%	-7%	-7%	-9%	19%[10 µM]
- CN(NC(=O)c1ccccc1F)c1nc(C(F)(F)F)nc2ccccc12
  3%	-5%	0%	2%	4%	-6%	-2%	.
- COc1ccc(NC(=O)CC2Nc3ccccc3NC2=O)cc1 (centres undefined)
  3%	-9%	5%	1%	.	.	-14%	.
- NS(=O)(=O)c1ccc(NCC2COc3ccccc3O2)c([N+](=O)[O-])c1 (centres undefined)
  -3%	-15%	0%	7%	-15%	i	?	9%
- C1CCN2C[C@@H]3C[C@@H](CN4CCCC[C@H]34)[C@H]2C1
  -3%[53 µM]	.	-2%[53 µM]	.	.	-1%[25.9 µM]	.	21%
- CCOc1cc(/C=N/O)ccc1OCC(=O)Nc1cccc(C)c1
  -6%	-1%	0%	4%	28%	i	-1%	-10%[10 µM]
- COC(=O)c1ccc2nc(NC(=O)C(C)C)sc2c1
  0%	-10%	0%	4%	.	i	-6%	-73%[inhibitor]
- CCN(Cc1ccccc1)C(=O)c1ccc(CNS(=O)(=O)c2ccc(C)cc2)cc1
  -3%	-20%	0%	3%	-2%	6%	?	.
- CCN(CC)CCn1c(=S)[nH]c2ccc(Cl)cc2c1=O
  6%	-4%	-2%	-2%	-22%	-11%	-9%	1%
- O=C(NCC1CCCO1)c1ccc(COCC(F)(F)C(F)F)cc1 (centres undefined)
  -8%	-8%	0%	-4%	-1%	-7%	-6%	19%[10 µM]
- Cc1cc(SCC(=O)N/N=C/c2ccc(O)c(O)c2)c(C)cc1Br
  0%	14µM*[quencher]	-3%	18%	.	-12%	?	-16%
- Cc1cc(C(=O)CSc2nncs2)c(C)n1Cc1ccco1
  2%	-8%	-7%	3%	.	-3%	-13%	-115%[inhibitor]
- Cc1cccc(C[C@H](C(=O)O)N2C(=O)c3ccc(C(=O)O)cc3C2=O)c1
  -4%	.	0%	.	4%	6%	.	.
- O=c1[nH]c(CN2CCN(S(=O)(=O)c3ccc(Cl)cc3)CC2)nc2cc(Cl)ccc12
  -6%	-26%	0%	-2%	4%	-2%	-8%	6%[10 µM]
- Cn1c(SCC(=O)NC(=O)c2cccc([N+](=O)[O-])c2)nnc1-c1ccc(F)cc1
  -6%	0%	0%	2%	4%	-3%	-9%	19%[10 µM]
- CCC(O)CNc1nc(-n2nc(C)cc2C)nc2sc3c(c12)CCCC3 (centres undefined)
  6%	2%	-2%	-2%	2%	-4%	-7%	-17%[0.074 µM]
- COc1ccc(/C=C2\CCc3ccccc3C2=O)cc1Cn1nc(C)cc1C
  8%	-10%	-1%	6%	.	0%	?	-14%
- COc1cc(CNCc2cccs2)ccc1OCC(N)=O
  -2%	1%	-10%	?	1%	-10%	-9%	-4%
- Cc1cccc(C(=O)Nc2cc3c(cc2C)n(C)c(=O)n3C)c1
  -4%	4%	-1%	-4%	.	.	?	.
- C[C@@H](CN1C2=NC[C@H](C)N2C[C@H]1Cc1ccc(O)cc1)NC(=O)CCC1CCCCC1
  -1%	1%	1%	6%	-2%	0%	1%	9%[10 µM]
- COc1ccc(OCCNc2cc(Cl)ccc2[N+](=O)[O-])cc1
  -7%	-22%	-6%	-11%	-24%	3%	?	16%[10 µM]
- O=C(Nc1ccc(Cl)cc1)NC1CCCCNC1=O (centres undefined)
  -2%	-8%	-5%	-4%	-3%	-3%	-5%	18%[10 µM]
- C=CCn1c(C)cc(C(=O)COc2nncc3ccccc23)c1C
  0%	7%	1%	?	-14%	1%	-11%	-62%[inhibitor]
- COc1ccc(CNC(=O)c2ccc(NC(=O)N3CCCCc4ccccc43)cc2)cc1
  3%	-6%	0%	1%	.	.	-3%	.
- CCOc1ccc(NC(=O)c2cc(S(=O)(=O)N3CCCCCC3)cn2C)cc1
  -11%	-4%	2%	-5%	.	.	4%	.
- COc1ccc(-c2nc(SCC(=O)c3ccc(Br)cc3)n[nH]2)cc1
  -4%	-9%	-1%	?	.	.	?	.
- Nc1ccc(C(=O)Nc2nc3ccccc3s2)cc1
  -10%	-29%	-6%	2%	-1%	-13%	-8%	-9%[10 µM]
- C/C(=N\NC(=O)C(C)n1nc(C)c([N+](=O)[O-])c1C)c1ccccc1O (centres undefined)
  10%	-12%	-1%	3%	1%	1%	-12%	.
- Cc1cccc(C)c1Nc1oc(-c2ccccc2)nc1-c1cccc2ccccc12
  0%	2%	-1%	-3%	.	-3%	2%	-20%
- COc1ccc(C)cc1NC(=O)c1nnn(Cc2cccc(F)c2)c1N
  -10%	-12%	2%	-15%	-6%	-17%	7%	-2%
- COc1ccc(CC(=O)c2ccccc2C(=O)O)cc1
  8%	3%	1%	-2%	-1%	-10%	3%	4%[10 µM]
- CCN(CC)C(=O)c1[nH]cnc1C(=O)Nc1ccc(OC)cc1
  -6%	4%	-1%	5%	.	18%	2%	36%[10 µM]
- CCOC(=O)C1=C(C)Nc2ccccc2N=C1NC(=O)c1cccc(S(=O)(=O)NCc2ccccc2)c1
  -6%	-25%	0%	-10%	.	-20%	-8%	-5%
- CCCC(=O)OCC(=O)NCc1ccc(Cl)cc1
  4%	0%	-1%	-11%	-18%	-1%	5%	-19%
- Cc1ccccc1NC(=O)c1cccc2nccnc12
  -4%	-3%	-1%	-3%	1%	-1%	?	-14%
- O=C(CN(Cc1cccs1)C(=O)CNS(=O)(=O)c1ccc(Cl)cc1)NCC1CCCO1 (centres undefined)
  -1%	-5%	-4%	1%	10%	i	0%	24%[10 µM]
- O=C(O)CSc1nc2c(c(C(F)(F)F)n1)CCc1ccccc1-2
  6%	6%	-2%	6%	6%	-12%	-6%	3%[10 µM]
- CSc1nsc(SCCN2C(=O)c3ccccc3C2=O)n1
  5%	-6%	-6%	4%	.	-5%	-7%	4%[0.074 µM]
- COc1cc(OC)cc(C(=O)N[C@H](C(=O)Nc2cccc(S(=O)(=O)N3CCCC3)c2)C(C)C)c1
  4%	-23%	0%	-2%	.	-3%	.	-5%[10 µM]
- CCSc1nc2c(sc3nc(C)cc(C)c32)c(=O)[nH]1
  -7%	-21%	-1%	-7%	0%	5%	?	16%[10 µM]
- CC1CCCN(C(=O)c2cccc(S(=O)(=O)Nc3cc(C(F)(F)F)ccc3Cl)c2)C1 (centres undefined)
  2%	-4%	0%	-1%	8%	4%	-4%	21%[10 µM]
- CCNc1ccccc1C(=O)O
  7%	-16%	0%	-7%	-14%	-4%	-10%	4%[10 µM]
- COc1cccc(N2CCN(C(=O)CCS(=O)(=O)c3ccc4c(c3)CC(=O)N4C)CC2)c1
  4%	-4%	-2%	-1%	.	.	-12%	.
